Screens: PubChem, National Center for Advancing Translational Sciences (NCATS)
ALOX12 inh – inhibitors of human 12S-lipoxygenase ALOX12 | AID 1671190 | purified 12hLO, xylenol orange hydroperoxide absorbance | 580,000 compounds, 1.1% hits | Potency, µM (doses to about 108 µM), inactives show top-dose activity change, negative = inhibition, actives largely listed as inhibitors; active means well fitted inhibition curve with a large enough effect; inconclusive means small, poorly fitted or top-dose-only effect, or another doubt; inactive means no such curve, though single readings can be large or run the other way
Target sequence (P18054 whole entry, looked up): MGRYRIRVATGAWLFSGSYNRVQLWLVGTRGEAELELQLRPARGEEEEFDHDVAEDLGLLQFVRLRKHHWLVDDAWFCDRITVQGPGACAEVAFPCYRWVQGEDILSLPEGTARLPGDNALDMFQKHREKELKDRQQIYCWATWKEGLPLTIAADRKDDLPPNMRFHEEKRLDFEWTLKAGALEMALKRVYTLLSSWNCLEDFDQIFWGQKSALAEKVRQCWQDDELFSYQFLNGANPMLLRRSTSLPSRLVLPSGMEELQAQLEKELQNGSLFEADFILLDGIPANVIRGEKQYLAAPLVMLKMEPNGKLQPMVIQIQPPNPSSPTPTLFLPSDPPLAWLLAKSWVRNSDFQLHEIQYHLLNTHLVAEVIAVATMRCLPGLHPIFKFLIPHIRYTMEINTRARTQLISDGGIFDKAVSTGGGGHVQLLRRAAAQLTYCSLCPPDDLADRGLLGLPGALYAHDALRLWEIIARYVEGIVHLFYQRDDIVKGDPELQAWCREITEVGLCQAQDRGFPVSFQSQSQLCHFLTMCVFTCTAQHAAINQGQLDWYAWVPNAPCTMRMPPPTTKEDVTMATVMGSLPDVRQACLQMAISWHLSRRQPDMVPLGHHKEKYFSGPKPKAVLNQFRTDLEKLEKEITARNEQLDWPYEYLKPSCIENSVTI
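Purified human 12hLO (150 nM final) in 25 mM Hepes, 0.01% Triton X-100, pH 7.0 was preincubated 15 min at room temperature with compound. Then 40 uM arachidonic acid was added, 30 min. Hydroperoxide was read by Fe-XO absorbance ratio 573/405 nm.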
Numbers without * were called inactive; u = inconclusive; [ ] = dose if it differs, or a comment. On the % scale 0 is the no-effect control and ±100 the full control effect; potency means the concentration at half of the fitted maximal effect. An excerpt; the hit share may differ from the screen's.

item	Structure	ALOX12 inh
1	Cc1[nH]ncc1CNC(=O)CN1CCCc2nc(-c3ccccc3)ncc2C1=O	12%
2	CNC(=O)[C@@H]1CN(C(=O)c2ccc(C#N)cc2)C[C@H]1COC	32%
3	COCC1CN(C(C)=O)CC12CCN(C(=O)NCc1ccc(F)cc1)CC2 (stereo not drawn)	8%
4	COCc1nncn1C1CCN(S(=O)(=O)c2ccc(C)c(Cl)c2)CC1	39%[activator]
5	CC(=O)Nc1ccc(NC(=O)c2csc(NC3CCCC3)n2)cc1	-38%
6	CC(=O)Nc1ccc(CN2CCC(N3Cc4cccn4C3=O)CC2)cc1	-1%[6.33 µM]
7	O=C(c1cccnc1)N1CCC2(CC1)NCCc1c2[nH]c2ccccc12	40%[activator]
8	COc1ccccc1NC(=O)/C=C/c1nc2ccccc2o1	u
9	S=C(NCc1ccccc1)N/N=C/c1ccccn1	-29%
10	COc1cccc(-n2nnnc2N2CCN(C(=O)Nc3ccc(C)c(F)c3)CC2)c1	u
11	Cc1ccc(NC(=O)N2CC(c3nnc(-c4ccncc4)o3)C3(CCOCC3)C2)cc1 (stereo not drawn)	19%
12	CC(C)S(=O)(=O)c1ncc(CN(CCO)Cc2ccccc2)n1CCc1ccccc1	36%
13	COc1ccc(S(=O)(=O)N2CCN(S(=O)(=O)c3ccc4ccccc4c3)CC2)cc1	16%
14	O=C(NCC12CC3CC(CC(C3)C1)C2)c1cc([N+](=O)[O-])ccc1Cl	-18%
15	NC(=O)c1ccc2c(c1)-c1ccccc1C2=O	-5%
16	COc1ccc(CN(C)C(=O)C2(C)CCOCC2)cc1	1%[12.5 µM]
17	N#Cc1nc(-c2ccco2)oc1N1CCN(Cc2ccc(Br)cc2)CC1	-26%
18	CN(Cc1cccc(C(F)(F)F)c1)Cc1nc(-c2ccccc2)no1	59%[activator]
19	O=C(Oc1ccc2c(c1)O/C(=C\c1cccs1)C2=O)c1ccco1	u
20	COc1ccc(C(=O)N[C@H]2C[C@@H]3CC[C@H]2C3)cc1	-20%
21	Cc1ccc(C(=O)N(CCC(N)=O)c2ccc(F)cc2)cc1	u
22	COc1ccccc1-c1ccc2ncn(C3CC3)c(=O)c2n1	16%[176 µM]
23	C[C@@H]1CN(c2ccc(C(=O)N3CCC(N4CCOCC4)CC3)cn2)C[C@H](C)O1	2%
24	COC(=O)c1ccc(CN(C)C(=O)CCc2ncc(-c3ccc(F)cc3)o2)cc1	u
25	NC(=S)NNC(=S)NCc1ccccc1	u

Shown as labelled records: part of the list above
2) CNC(=O)[C@@H]1CN(C(=O)c2ccc(C#N)cc2)C[C@H]1COC
  ALOX12 inh: 32%
9) S=C(NCc1ccccc1)N/N=C/c1ccccn1
  ALOX12 inh: -29%

Other records follow.
item	Structure	ALOX12 inh
26	CC1CCN(c2nc3c(c(=O)[nH]c(=O)n3C)n2CCSc2nc3ccccc3[nH]2)CC1	u
27	CC(=O)c1cccc(NC(=O)C2(C#N)CCCC2)c1	u
28	COC(=O)c1cccc2c1-c1ccccc1/C2=N\O	u
29	O=C(c1cc2c(s1)CCC2)N1CCN(c2ncccn2)CC1	-8%
30	Cc1nc2ccc(C(=O)OCC(=O)N3CCCCC3)cc2nc1C	52%[activator]
31	O=C(c1ccccc1)N1CCCC(c2nn[nH]n2)C1 (stereo not drawn)	-11%
32	CCCCN(C)C(=O)c1ccc2nc(C)c(C)nc2c1	-39%
33	COCCN1C(=O)[C@@H]2C[C@@H](CN2C(=O)c2cncnc2)Oc2ccccc21	-18%[176 µM]
34	COc1ccc2ccccc2c1C=C(C#N)c1ccccn1	u
35	COc1ccc(C)cc1NC(=O)Cn1cccc1-c1nc(-c2ccccc2)no1	-17%
36	COc1cccc(NC(=O)O[C@@H]2CC[C@]3(C)C(CC[C@@H](O)[C@H]3CC(=O)N3CCC[C@H]3CO)[C@]2(C)CO)c1 (stereo partly drawn)	3%
37	Cc1ccc(-c2cc(C(=O)NCCC(c3ccccc3)c3ccccc3)c3ccccc3n2)cc1	0%
38	COc1ccc(CCC(=O)Nc2nc3ccc(Cl)cc3s2)cc1OC	-9%[57.4 µM]
39	CNC(=O)[C@@H](Cc1ccccc1)N1CCC[C@H]1C(=O)NCCOC	-50%[176 µM]
40	O=C(Nc1ccc(-n2cccn2)c(F)c1)C1CCCN(C(=O)c2cccs2)C1 (stereo not drawn)	-1%
41	COc1ccccc1-c1cc(NC(=O)COCC2CC2)n[nH]1	54%[activator]
42	CCCCCCCCN1C(=O)[C@@H](CC(=O)NCCCC)C[C@@]2(C(=O)OC)C1=C[C@H](C(C)(C)C)O[C@@H]2C	-24%
43	CCCC(=O)NC1CCN(c2cc(C)cc(C)c2)C1=O (stereo not drawn)	31%[activator]
44	Cc1ccc(CNC(=O)CC2CCOCC2)cc1C	19%
45	CCN1C(=O)CCN(S(=O)(=O)CC)CC12CCOCC2	36%
46	CCOC(=O)Nc1cccc(C(=O)OCc2cccc(C(=O)OC)c2)c1	28%
47	COc1cccc(Nc2ncc3c(n2)C(C)(C(=O)Nc2nc(C)cs2)CC3)c1 (stereo not drawn)	4%[176 µM]
48	COc1ccc(NC(=O)CN2C(=O)NC3(CCCCC3)C2=O)cc1OC	2%
49	Cc1ccc(CN2C[C@@H](NC(=O)c3cccnc3)C[C@H]2CO)o1	2%
50	COc1ccc(-c2cc(N3CCCC(NC(=O)c4cccc(Cl)c4)C3)n[nH]2)cc1 (stereo not drawn)	u

4 entries from above, as labelled records:
(45) CCN1C(=O)CCN(S(=O)(=O)CC)CC12CCOCC2
  ALOX12 inh: 36%

(33) COCCN1C(=O)[C@@H]2C[C@@H](CN2C(=O)c2cncnc2)Oc2ccccc21
  ALOX12 inh: -18%[176 µM]

(40) O=C(Nc1ccc(-n2cccn2)c(F)c1)C1CCCN(C(=O)c2cccs2)C1 (stereo not drawn)
  ALOX12 inh: -1%

(36) COc1cccc(NC(=O)O[C@@H]2CC[C@]3(C)C(CC[C@@H](O)[C@H]3CC(=O)N3CCC[C@H]3CO)[C@]2(C)CO)c1 (stereo partly drawn)
  ALOX12 inh: 3%

Next results
item	Structure	ALOX12 inh
51	Cc1ccc(CCC(=O)Nc2cccc3cccnc23)cc1	-10%
52	Cc1cc(C)cc(-n2nnnc2SCC(=O)N2CCN(CC(=O)N3CCCC3)CC2)c1	9%
53	CC(C)OCc1ccc(CNC(=O)CNC(=O)C2CCCC2)cc1	49%[activator]
54	COC(=O)[C@@H]1CC(=O)N[C@@H]1c1ccc(OC(C)C)c(OC)c1	0%
55	O=S1(=O)CCSC[C@@H](CN2CCCC2)N1	-6%
56	O=C(NCC(c1cccs1)N1CCCCC1)c1cc2ccccc2oc1=O (stereo not drawn)	u
57	Cc1ccc(S(=O)(=O)c2nnn3c2nc(NCCCOC(C)C)c2ccccc23)cc1	-3%[6.33 µM]
58	Cc1nc2ccccc2nc1COC(=O)c1ccc2nccnc2c1	u
59	COCCN1CC2(CCC1=O)CCN(c1nc(C(C)C)ccc1C#N)CC2	37%[activator]
60	Cc1ccccc1CC(=O)N1CCC(Oc2ncccc2C(=O)N2CCCCC2)C1 (stereo not drawn)	-4%
61	CC1(C)CS(=O)(=O)N(c2ccc(S(=O)(=O)N3CCCc4ccccc43)cc2)C1=O	-12%
62	COc1ccc(CN2CCCC3(C2)C(=NC2CCCC2)NC(=O)N3c2cccc(OC)c2)cc1 (stereo not drawn)	1%[6.33 µM]
63	COC(=O)C12CC3CCC(CC(C(=O)OC)(C1)C3=O)C2=O	20%
64	Cc1noc(-c2cn(C3CCN(C(=O)c4cccc(C(F)(F)F)c4)CC3)nn2)n1	9%
65	N[C@@H]1CC[C@H](C(=O)N2CCN(CCCOc3ccc(F)cc3)CC2)C1	15%
66	c1ccc(Cn2ccnc2)c(CNC2CCCCCC2)c1	u
67	Cc1c(CC(=O)NCc2ccco2)c(=O)oc2c(C)c(O)ccc12	u
68	Cc1nnc(-c2cc(-c3cccc(CO)c3)ccn2)n1C1CCCCC1	18%[176 µM]
69	COc1ccc(C)cc1NC(=O)CC(c1cccc(F)c1)n1cccc1 (stereo not drawn)	-26%
70	Cc1nc2ccc(C(=O)NCC3CCC3)cc2nc1C	-16%
71	CCc1ccc(CN2CCC(CNC(=O)c3ccc(C)nc3)C2)nc1 (stereo not drawn)	66%[activator]
72	OC[C@@H]1O[C@H](CN(Cc2cccc(Cl)c2)Cc2cccc(Cl)c2)C(N2CCOCC2)[C@@H]1O (stereo partly drawn)	u
73	O=C(c1ccc(F)cc1Cl)N1CCc2c(nc3cc[nH]n3c2=O)C1	7%
74	CC(C)COc1cc(=O)n2c(c1C(=O)NCCCN1CCCCC1)CCCCC2	43%[activator]
75	CC(=O)N1CCN([C@H]2[C@@H]3OC[C@@H](O3)[C@@H](NCc3ccc4c(c3)OCO4)[C@@H]2O)CC1	8%[176 µM]

Other structures.
item	Structure	ALOX12 inh
76	CC(C)(C)OC(=O)Nc1ccc(C(=O)NCC(c2ccco2)N2CCCCC2)cc1 (stereo not drawn)	-1%
77	CC(C)C[C@@H](NC(=O)C1=C[C@@H](NC(=O)CC(C)(C)C)[C@@H](O)[C@H](O)C1)C(N)=O	27%[176 µM]
78	Cc1noc(-c2ccc(OC3CN(C(=O)CCCc4ccccc4)C3)cc2)n1	26%
79	COc1ccc(-n2nnc(C(=O)OCc3cc(C)ccc3C)c2C)cc1	85%[activator]
80	COc1ccc(NC(=O)CSc2nc3ccsc3c(=O)n2-c2ccccc2)cc1	u
81	COc1ccc(-c2c(-c3ccc(O)cc3O)n[nH]c2C)cc1	u
82	CC(C(=O)Nc1ccc(OC(F)F)c(Cl)c1)n1cccn1 (stereo not drawn)	u
83	COCCn1ccc2nc(C)c(C(=O)N3CCN(c4cc(C)ccc4C)CC3)cc2c1=O	7%
84	CCc1ccc(CN2C[C@@H]3C(=O)N(Cc4ccc5c(c4)OCO5)C(=O)[C@@H]3C2)cc1	7%
85	Cc1cccc(NC(=O)c2ccccc2NC(=O)CC23CC4CC(CC(C4)C2)C3)c1	-2%
86	CC1=NOC2(CCN(CC3CC3)CC2)C1	6%[12.5 µM]
87	CCCc1cc(C(=O)N2CCCC3(CCC(=O)N(CCOC)C3)C2)cs1 (stereo not drawn)	6%
88	COc1ccc(CN2CCc3nc(C4CC4)nc(-c4ccc(OC)cc4)c3CC2)cc1	4%[6.33 µM]
89	Cc1ccc(SCc2nc(-c3ccc(C(=O)NCCCN4CCOCC4)cc3)oc2C)cc1	-1%
90	O=C(Nc1ccc(Cc2ccc(NC(=O)C(F)(F)F)c(Cl)c2)cc1Cl)C(F)(F)F	1%
91	Cc1cc(CN(C)c2cc(C3CC(N)C3)nc(N)n2)no1 (stereo not drawn)	11%
92	O=C(NCCCCc1ccccc1)c1ccncc1	-17%
93	CN1[C@@H](CCC(=O)NCc2cccnc2)CNC(=O)[C@@H]2[C@H]1CCN2Cc1cccc(OC(F)(F)F)c1	29%
94	CC(=O)N1CCN(C(=O)CCc2ccnc(N3CCOCC3)c2)CC1	15%
95	O=C(c1cnccn1)N1CC(F)(F)C[C@H]1c1nc(-c2ccncc2)no1	38%[activator]
96	O=[S+]1([O-])NCC2(CCN(CC3CCOCC3)CC2)Oc2ncccc21	3%[6.33 µM]
97	c1cncc(CN2CCC(Oc3nccnc3N3CCc4ccccc43)C2)c1 (stereo not drawn)	15%
98	COc1ccccc1CNC(=O)c1nn(C)c(=O)c2ccccc12	1%
99	O=C(Nc1ccccc1C(F)(F)F)c1cccc(Cl)c1	0%
100	O=C(O)C[C@@H]1CCN(C(=O)C2CCCCC2)C[C@@H]1CCN1CCOCC1	-1%[176 µM]

Additional structures follow:
item	Structure	ALOX12 inh
101	O=C(Nc1ccc(F)cc1F)C1=C(N2CCOCC2)c2ccccc2S1(=O)=O	31%[activator]
102	CCc1cccc(CC)c1NC(=O)c1cc2cccc(OC)c2oc1=O	-29%
103	c1nc(C23CC4CC(CC(C4)C2)C3)cs1	-7%
104	CCN1CCC(N[C@H]2C[C@@H](C(=O)NC)N(Cc3cccc4ccccc34)C2)CC1	6%
105	Cc1oc2cc(OC(=O)c3ccccc3)ccc2c(=O)c1-c1ccccc1	-1%
106	CC1(CNc2ccccc2)COc2ccc(C(=O)NC3CCOCC3)cc2N1 (stereo not drawn)	-24%[176 µM]
107	COC(=O)[C@@H](Cc1cccnc1)NC(=O)[C@H]1CN(C(=O)c2cccnc2)CCN1S(=O)(=O)c1ccccc1	-19%
108	Cc1ccc(C(=O)OCC(=O)c2cc(C)n(Cc3ccccc3)c2C)o1	8%
109	O=C(c1ccncc1)N1CCC(c2nc(C3CCOCC3)no2)C1 (stereo not drawn)	35%
110	CC(C)Oc1cccc(-c2nc(C(=O)Nc3ccc(F)cc3)cs2)c1	6%
111	COCCNC(=O)c1cc2n(n1)CC(c1ccc(Br)cc1)OC2 (stereo not drawn)	-8%
112	CN1CCN(C(=O)Cn2ccc3c(Br)cccc32)CC1	-5%
113	O=S(=O)(Cc1ccccc1)N[C@H]1CO[C@H]2[C@@H]1OC[C@@H]2n1cc(-c2ccccn2)nn1	7%[176 µM]
114	C[C@H](O)c1onc(-c2ccc(Cl)cc2)c1C(=O)NC1CCC1	18%[176 µM]
115	CCOCC(=O)NC1CCN(c2cnn(CC)c(=O)c2)CC1	26%
116	COc1cccc(C(=O)NC(C(=O)N2CCCCC2)C2CCN(C(=O)c3ccc(F)cc3)CC2)c1 (stereo not drawn)	39%
117	O=C1NC(C(=O)N2CCc3ccccc3C2)Cn2cccc21 (stereo not drawn)	-1%
118	Cc1ccc(CC(=O)NC(C)C2CCCO2)cc1 (stereo not drawn)	-1%
119	O=C1NC2(CCN(C(=O)NC3CCCC3)CC2)Oc2ccccc21	10%
120	COCCc1noc(C2Cc3ccccc3N2C(=O)Nc2ccc(C)cc2C)n1 (stereo not drawn)	35%[activator]
